From PubChem BioAssay
TRPN1 ag: agonists of zebrafish TRPN1 channel; HEK293 zebrafish TRPN1-YFP, Fluo-8 calcium fluorescence; 100% = response to 87 µM carbachol; activation, % at 3 µM; 220,000 compounds, 0.18% hits; AID 1424;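 active = activation above its plate's cutoff, the mean activation of test wells on that plate plus 3 SD, cut at about 19% in these data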;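 also: 0% = DMSO alone and 100% = 87 µM carbachol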
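Material – zebrafish TRPN1-YFP in HEK293 cells · Doses – 3 µM single point · Schedule – dye 1 h 37 °C plus 30 min RT · Signal – Fluo-8 calcium fluorescence, excitation 470-495 nm, emission 515-575 nm · Read-out – % activation versus carbachol response · Control set – carbachol high, DMSO low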
S1P4 antag: human S1P4 receptor antagonism. O95977. S1P4-expressing cells, antagonist mode, reporter read-out. inhibition, % at 4.98 µM. 220,000 compounds, 0.26% hits. AID 1510; in the data active = inhibition above about 29%;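 also: 0% = wells stimulated with agonist and 100% = vehicle wells without agonist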
Target sequence (O95977 whole entry, looked up): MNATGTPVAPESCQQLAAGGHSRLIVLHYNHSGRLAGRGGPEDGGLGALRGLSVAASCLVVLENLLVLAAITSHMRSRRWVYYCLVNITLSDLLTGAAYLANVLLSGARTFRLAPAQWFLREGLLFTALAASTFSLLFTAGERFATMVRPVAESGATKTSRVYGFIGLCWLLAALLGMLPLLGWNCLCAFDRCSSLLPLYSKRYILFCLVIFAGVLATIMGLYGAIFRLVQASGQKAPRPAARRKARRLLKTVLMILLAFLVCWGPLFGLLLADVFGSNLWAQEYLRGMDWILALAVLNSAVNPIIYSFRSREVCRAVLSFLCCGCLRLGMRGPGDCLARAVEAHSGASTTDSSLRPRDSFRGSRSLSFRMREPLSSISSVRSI
BaF3 parental: counter-screen for JAK2V617F inhibitors: parental Ba/F3 viability inhibitors. CellTiter-Glo ATP luminescence. inhibition, % at 5.6 µM. 220,000 compounds, 1.1% hits. AID 1486;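 active = inhibition above a per-campaign cutoff, the mean inhibition of all tested compounds plus 3 SD, cut at about 27% in these data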;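 also: 0% = DMSO wells and 100% = JAK Inhibitor I control wells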
TRPML3 agonist: agonists of human TRPML3 channel. 220,000 compounds, 0.29% hits. HEK293 TRPML3-YFP, Fluo-8 calcium fluorescence; 100% = the carbachol control signal. activation, % at 3 µM. Q8TDD5;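 active = activation above its plate's cutoff, the mean activation of the plate's test wells plus 3 SD, cut at about 12% in these data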;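 also: 0% = DMSO only wells and 100% = carbachol wells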
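system = HEK293 cells stably carrying human TRPML3-YFP | doses = one concentration, 3 µM nominal, 0.3% DMSO | timing = dye loading 1 h 37 °C then 30 min ambient, 125 s read | detection = Fluo-8 calcium dye fluorescence, ex 470-495, em 515-575 nm | benchmarks = high control carbachol 87 µM, low control DMSO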
S1P4 ag: human S1P4 receptor agonism. O95977. S1P4-expressing cell line, agonist reporter assay. activation, % at 4.98 µM. 220,000 compounds, 0.35% hits. AID 1509; in the data active = activation above about 11%;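 also: 0% = DMSO vehicle and 100% = reference agonist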
PERK inh: inhibitors of human PERK kinase | Q9NZJ5 | CHO PERK-DD fusion, SEAP luminescence translation reporter | inhibition, % at 5.6 µM | 220,000 compounds, 0.17% hits | AID 1416;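 active = inhibition above the mean inhibition of all tested compounds plus 3 SD, set separately per screening campaign, cut at about 2.9% in these data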;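 also: PERK kinase domain activated by AP20187 dimerizer at 100 nM; 0% = DMSO with dimerizer and 100% = rapamycin at 8.4 µM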
Ba/F3 V617F tox: reduce viability of Ba/F3 cells dependent on JAK2V617F; Ba/F3 EpoR-JAK2V617F viability, ATP luminescence; inhibition, % at 5.6 µM; 220,000 compounds, 1.1% hits; AID 1446;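 active = inhibition above the campaign mean plus 3 SD over all tested compounds, cut at about 24% in these data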;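 also: cytokine-independent growth of Ba/F3 cells driven by EpoR plus mutant JAK2; 0% = DMSO-treated cells and 100% = JAK inhibitor I control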
m-calpain inh: blocks pig calpain II enzyme activity; inhibition, % at 16 µM; 220,000 compounds, 0.37% hits; purified calpain II, fluorogenic peptide substrate, 30 min; AID 1236;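 active = inhibition above about 50%, limit read from the data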
EP2 modulator: modulators of human EP2 prostaglandin E2 receptor. P43116. EP2-expressing cells, cAMP HTRF FRET, PGE2 co-stimulation. induction, % at 25 µM. 260,000 compounds, 0.83% hits;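 active = compounds whose cAMP rise, as percent of the full-agonist control response, exceeds 60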;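 also: rat C6 glioma line stably carrying human EP2 under a CMV promoter; the protocol text gives 20 µM as final concentration; 100% = response of wells given 1 µM PGE2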
Target sequence (P43116 whole entry, looked up): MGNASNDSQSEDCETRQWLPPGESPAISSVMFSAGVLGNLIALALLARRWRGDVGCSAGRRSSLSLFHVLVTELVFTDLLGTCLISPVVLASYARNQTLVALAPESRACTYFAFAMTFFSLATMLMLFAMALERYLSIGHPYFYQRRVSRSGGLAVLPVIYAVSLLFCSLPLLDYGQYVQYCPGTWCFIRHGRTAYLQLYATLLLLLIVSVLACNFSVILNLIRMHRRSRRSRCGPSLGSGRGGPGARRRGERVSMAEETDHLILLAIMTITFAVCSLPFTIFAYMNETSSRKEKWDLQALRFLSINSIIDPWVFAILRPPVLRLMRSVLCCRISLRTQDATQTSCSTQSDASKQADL
Numbers without * were called inactive; / = no result given; & = joins results of further samples. Hits appear at their usual frequency; 3.6% or so of the library scored in one or more.

SMILES	TRPN1 ag	S1P4 antag	BaF3 parental	TRPML3 agonist	S1P4 ag	PERK inh	Ba/F3 V617F tox	m-calpain inh	EP2 modulator
CC(OC(=O)CNC(=O)C12CC3CC(CC(C3)C1)C2)C(=O)Nc1ncc(Cl)cc1Cl (configuration not stated)	1.3	-16	2	0.4	-1.5	0.7	-4	-3	24
COc1cccc(-c2nn(-c3ccccc3)cc2CN(C)Cc2ccon2)c1	-2.0	-3	4	-0.1	-0.7	-0.4	-5	-2	14
CC(=O)Nc1sc2c(c1C(c1ccccn1)N1CCN(C)CC1)CCCC2 (configuration not stated)	1.4	-28	1	0.7	-0.3	-1.2	3	-11	2
O=C(c1c(Cl)cccc1Cl)N1CCCCCC1	0.1	-9	-1	0.7	0.8	-0.3	-3	18	8&20
CCOC(=O)Cn1c(C)[n+](CC(=O)c2ccccc2)c2ccccc21	0.3	-4	-3	1.2	-0.2	-0.5	2	-16	-15
N=C(N)Sc1nc(N2CCCCC2)nc(N2CCCCC2)n1	-0.3	-10	2	0.6	1.5	0.6	-3	-15	16
COc1cccc(-n2c(CNC(=O)OC(C)(C)C)n[nH]c2=S)c1	-0.5	-15	5	0.6	1.1	0.2	0	28	0&-11
COc1ccc(OC)c(NC(=O)c2cccc(Cn3cc(Br)c([N+](=O)[O-])n3)c2)c1	-0.8	-3	11	-0.1	-0.7	-0.9	1	44	32
c1ccc(-c2onc3c2CCCC3)cc1	-0.1	1	4	-0.6	2.1	-0.7	-3	-6	18
CCOc1ncccc1C(=O)OCC(=O)Nc1cccc(C(C)=O)c1	0.5	-19	3	-0.1	-3.0	-0.6	-1	-27	17

3 compounds out of the list, ordered by SMILES length, descending.
SMILES	TRPN1 ag	S1P4 antag	BaF3 parental	TRPML3 agonist	S1P4 ag	PERK inh	Ba/F3 V617F tox	m-calpain inh	EP2 modulator
CCOC(=O)Cn1c(C)[n+](CC(=O)c2ccccc2)c2ccccc21	0.3	-4	-3	1.2	-0.2	-0.5	2	-16	-15
N=C(N)Sc1nc(N2CCCCC2)nc(N2CCCCC2)n1	-0.3	-10	2	0.6	1.5	0.6	-3	-15	16
c1ccc(-c2onc3c2CCCC3)cc1	-0.1	1	4	-0.6	2.1	-0.7	-3	-6	18

Next part
SMILES	TRPN1 ag	S1P4 antag	BaF3 parental	TRPML3 agonist	S1P4 ag	PERK inh	Ba/F3 V617F tox	m-calpain inh	EP2 modulator
O=C(Nc1ccc(N2CCOCC2)cc1)Nc1cnsn1	1.9	-3	9	0.4	-0.8	0.0	7	-20	-3
Cc1ccc(C)c(NC(=S)N(CCc2ccncc2)C(C)C)c1	1.1	0	3	0.8	0.8	1.0	0	-12	13
CCC/C(O)=N\S(=O)(=O)c1ccc(N=NN(C)C)cc1	1.1	-12	-5	0.9	-0.5	0.8	-4	1	13
Oc1c(Cl)cc(Cl)c2c1NCCC2	0.2	0	3	0.2	2.1	1.1	1	22	-14
O=C(NCCO)c1ccc(Cl)c(Cl)c1	-0.6	-11	1	0.1	-1.4	1.2	-2	11	4
CCOC(=O)C1=CN(Cc2ccc(OC)cc2)C=C(C(=O)OCC)C1c1cccs1	0.5	-18	-2	0.9	2.1	0.6	-1	-147	45
COc1cccc(CNc2nc3nc(C)c(Cl)c(C)n3n2)c1	-0.4	-6	5	-0.2	-1.6	-0.7	-1	-142	6
O=C(CCCN1C(=O)/C(=C\c2cccs2)SC1=S)NNC(=O)c1cccnc1	-0.4	10	4	-0.1	-0.4	0.8	-2	-42	-6
CCCCOc1ccccc1/C=N/NC(=O)CC#N	-0.5	-7	1	-0.2	4.3	0.5	1	26	17
COCCCNC(=O)CCC(=O)NNc1nc2ccccc2c2nc(-c3ccccc3)nn12	-0.4	3	1	0.5	-0.1	0.5	-2	7	2

Entries of single compounds from above. Order of screens: TRPN1 ag, S1P4 antag, BaF3 parental, TRPML3 agonist, S1P4 ag, PERK inh, Ba/F3 V617F tox, m-calpain inh, EP2 modulator
Results for CCCCOc1ccccc1/C=N/NC(=O)CC#N → -0.5, -7, 1, -0.2, 4.3, 0.5, 1, 26, 17
Results for Cc1ccc(C)c(NC(=S)N(CCc2ccncc2)C(C)C)c1 → 1.1, 0, 3, 0.8, 0.8, 1.0, 0, -12, 13
Results for COCCCNC(=O)CCC(=O)NNc1nc2ccccc2c2nc(-c3ccccc3)nn12 → -0.4, 3, 1, 0.5, -0.1, 0.5, -2, 7, 2
Results for O=C(NCCO)c1ccc(Cl)c(Cl)c1 → -0.6, -11, 1, 0.1, -1.4, 1.2, -2, 11, 4
Results for CCC/C(O)=N\S(=O)(=O)c1ccc(N=NN(C)C)cc1 → 1.1, -12, -5, 0.9, -0.5, 0.8, -4, 1, 13

(next part)
SMILES	TRPN1 ag	S1P4 antag	BaF3 parental	TRPML3 agonist	S1P4 ag	PERK inh	Ba/F3 V617F tox	m-calpain inh	EP2 modulator
CCCCNC(=S)NCCN1CCCCC1	-0.4	2	3	0.5	-0.3	-0.6	0	-9	8
NS(=O)(=O)c1ccc(-n2nncc2C23CC4CC(CC(C4)C2)C3)cc1	1.1	4	3	-0.2	0.6	-0.1	-2	-10	-5
Cc1nn(Cc2ccccc2)c(Cl)c1/C=C/C(=O)OC(C(=O)NC(N)=O)C(C)C (configuration not stated)	-0.6	-5	1	0.3	0.1	-0.4	-2	0	9
COc1ccc(OC)c(NC(=O)CSc2nnc(C3CCCCC3)n2-c2ccccc2)c1	-1.7	-25	9	-1.0	-0.2	-1.6	4	23	1
O=C(c1ccc(S(=O)(=O)N2CCC(c3nc4ccccc4s3)CC2)cc1)N1CCCCC1	-0.1	-2	5	0.7	1.8	0.6	2	/	/
CCOC(=O)c1[nH]c(C)c(C(=O)Nc2cc(Cl)ccc2C)c1C	0.2	-22	73*	-0.6	0.7	-0.9	74*	17	-2
Cc1cccc(C(=O)NCCc2nnc(SCC(=O)Nc3nc(C)cs3)n2C)c1	-1.1	5	4	0.5	0.6	1.0	-3	-17	13
O=C(O)c1cc2ccccc2cc1Nc1ccccc1	-1.9	-16	3	-0.2	0.8	2.0	-3	7	-37
COCCCN=C(c1ccco1)n1c(=S)nc(-c2ccco2)n(CCCOC)c1=S	-0.1	3	-2	0.6	0.2	0.8	-4	-27	18
Cc1ccc2[nH]c(=S)cc(C)c2c1	-0.5	10	2	-0.5	0.9	0.1	3	-218	24
FC(F)(F)c1nc2ccccc2nc1N/N=C/c1c(Cl)cccc1Cl	-1.2	2	1	0.4	-1.3	1.3	-5	-47	0
CC(Oc1ccccc1)C(=O)Nc1cccc([N+](=O)[O-])c1 (configuration not stated)	-0.7	-7	10	-0.3	0.7	0.9	0	-20	-2
Cc1ccc(-n2c(N)c(C(=O)NCc3ccco3)sc2=S)cc1	-1.3	0	-1	-0.2	-0.3	0.7	-2	7	-1
Cn1c(=O)oc2cc(S(=O)(=O)N3CCCC(C(=O)N4CC=C(c5ccccc5)CC4)C3)ccc21 (configuration not stated)	5.7	-11	10	0.7	-1.9	-1.6	5	-49	-38
CCCCN(CCCC)c1cc(C)nc(-c2ccccc2O)n1	-0.1	8	5	-0.4	1.9	0.9	0	-31	8
CC(=O)c1sc(NC(=O)c2cccnc2Cl)nc1C	1.1	-6	7	0.2	-0.4	0.9	1	-5	20
O=C(C1=C[C@@H](c2coc3ccccc3c2=O)C[C@@H](OCc2ccc(CO)cc2)O1)N1CCOCC1	2.2	-1	-3	0.8	-1.5	0.2	3	-14	7
COc1ccc(N(C(=O)COc2ccccc2OC)S(=O)(=O)c2ccc(C)cc2)cc1	-0.9	-16	4	0.1	-0.2	1.4	-2	10	20
CC(=O)c1cccc(NC(=O)c2noc3c2CCc2ccccc2-3)c1	0.1	0	0	0.5	-0.5	0.5	-5	13	-3
CCOc1cc(C=O)ccc1OCCSc1ccc(C)cc1	0.6	-12	3	-1.2	-1.9	-0.7	2	17	1

As entered above.
`CC(Oc1ccccc1)C(=O)Nc1cccc([N+](=O)[O-])c1` (configuration not stated) in S1P4 antag reads -7
`CCCCN(CCCC)c1cc(C)nc(-c2ccccc2O)n1` in m-calpain inh reads -31
`COc1ccc(N(C(=O)COc2ccccc2OC)S(=O)(=O)c2ccc(C)cc2)cc1` in TRPML3 agonist reads 0.1

Carrying on:
SMILES	TRPN1 ag	S1P4 antag	BaF3 parental	TRPML3 agonist	S1P4 ag	PERK inh	Ba/F3 V617F tox	m-calpain inh	EP2 modulator
CCc1nnc(NC(=O)CCNC(=O)c2ccccc2Cl)s1	0.9	6	15	-0.2	-0.6	0.0	8	16	-9
Nc1nc2ccc(C(=O)NC3CCCCC3)cc2s1	0.3	-17	0	-0.3	2.3	0.3	-3	-12	14
CC(/C=N/NC(=O)NC1CCCCC1)=C\c1ccccc1	0.0	-8	3	0.1	-2.0	-0.6	4	33	-14
CC(c1ccccc1)n1cc(C(=O)NCC2CCCO2)nn1 (configuration not stated)	0.6	-1	3	0.3	-4.5	-0.4	4	15	24
COc1cccc(NC(=O)CSc2nc3ccccc3cc2Cc2ccccc2)c1	1.2	-13	0	0.1	0.8	1.6	-3	-5	23
O=C(CN1C2CCCC1CC(NC(=O)c1ccccc1)C2)NC1CC1 (configuration not stated)	0.4	-7	6	0.9	0.5	0.7	0	-9	-7
O=C(CSC1CCCCC1)Nc1nccs1	0.4	2	-1	0.2	0.0	1.6	-2	3	-22
O=C(/C=C/c1cn(CC(O)CN2CCOCC2)c2ccccc12)c1cccs1 (configuration not stated)	1.3	-4	-4	0.8	0.5	-0.2	3	8	-43
COc1ccc(OC)c(NC(=S)NCCCN2CCOCC2)c1	0.5	-10	6	0.4	1.0	-1.6	5	24	-1
O=C(c1cc2cc(Cl)ccc2oc1=O)N1CCCC1	0.6	-13	4	-0.3	0.7	0.8	-2	-24	31
FC(F)C(F)(F)C1=CC(c2cccs2)=NCCN1	0.2	8	6	1.1	2.1	-0.8	0	22	-26
O=c1cc(CSc2nnc(C3CC3)n2Cc2ccccc2)nc2sccn12	2.1	-21	-4	0.1	1.9	-0.1	-4	-44	27
Cc1nn(C)cc1C=NCCOCc1ccccc1	1.4	-19	4	1.1	-0.8	1.4	0	-20	39
Cc1ccc(NC(=S)N2CCN(c3ccccn3)CC2)c(C)c1	0.2	-6	7	0.8	-2.2	0.1	3	7	-57
Cc1sc(NC(=O)c2ccco2)nc1-c1ccccc1	-0.8	-15	-1	0.5	1.0	-0.4	-3	18	-22
